CaV13 ICDI inh = Primary screen for inhibitors of IQ motif and Ca2+-dependent inactivation inhibitor domain binding in CACNA1D, Förster resonance energy transfer in living cells, …. 340,000 tested, 0.098% active. HEK cells, CFP/YFP FRET ICDI-IQ, plate reader, 10 min; percent FRET-ratio fall versus neutral wells. AID 743397. inhibition, % at 12.3 µM;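 active = mean replicate inhibition of at least 30% and at least 1% of replicates passing that level; inconclusive = only one of the two criteria is met; inactive = neither criterion is met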;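 also: 0% = median of the neutral control wells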
KKLEB tox = counter-screen for CF NF-kB inhibitors: cytotoxicity; KKLEB CF airway cells viability, ATPlite luminescence, overnight; hits give low values; cells stimulated with P. aeruginosa culture filtrate; activity change (cytotoxicity), % at 5 µM; 360,000 tested, 0.36% active; AID 602141;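 active = corrected activity change at or below -50% at 5 µM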
HIF-2a block = blocks HIF-2a reporter activity; 786-0 RCC cells HIF-2a reporter, luciferase luminescence, overnight; inhibition, % at 18.8 µM; 360,000 tested, 0.72% active;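 active = inhibition of the luminescence signal of 40% or more relative to plate controls, in a single-dose primary screen at 18.75 µM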
Shn3 inh set2 = inhibitors of Schnurri-3 3'UTR reporter in osteoblasts. Clone20 osteoblast Shn3 3'UTR firefly luciferase, 24 h. inhibition, % at 12.5 µM. 360,000 tested, 0.52% active;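 active = mean inhibition of at least 75% with every replicate also reaching 75%; inconclusive = mean inhibition at least 75% but some replicate below; inactive = mean inhibition below 75%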;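 also: 0% = median of neutral control wells and 100% = pilot-screen positive control compound; some compounds past the cut are filed as inactive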
Vif inh = blocks HIV Vif function | HEK293T cells, Vif self-association by quenched fluorescence, imaging, 24 h | inhibition, % at 7.49 µM | 340,000 tested, 0.35% active | AID 602346; in the data active = inhibition above about 50%, passing the limit was not always enough; inconclusive = no clear call, values can overlap the other calls; inactive = below about 31%; also: some results filed as inactive read as strong as hits
CF NFkB block = blocks PAF-induced NF-kB reporter in cystic fibrosis cells. 360,000 tested, 0.86% active. inhibition, % at 5 µM. KKLEB NF-kB-GFP reporter, GFP fluorescence overnight. AID 588850;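 active = at least 50% inhibition at 5 µM, scaled per plate between neutral and stimulator controls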;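 also: PAF is a Pseudomonas aeruginosa culture filtrate used as stimulus; plate controls were PAF-stimulated DMSO wells for no effect and unstimulated DMSO wells for full effect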
NR2E3 ag-1 = agonists of human NR2E3 nuclear receptor. Q9Y5X4. CHO-S Gal4-NCOR/VP16-NR2E3 two-hybrid, luciferase. inhibition of corepressor binding, % at 3.98 µM. 360,000 tested, 0.35% active. AID 602229;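 active = inhibition above the mean of all tested compounds plus 3 SD, cut at about 70% in these data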;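 also: 0% = DMSO with NR2E3 transfected cells and 100% = cells lacking NR2E3 construct; higher means lower luciferase signal from less NR2E3 corepressor binding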
Target sequence (Q9Y5X4 whole entry, looked up, the tested form may be a part): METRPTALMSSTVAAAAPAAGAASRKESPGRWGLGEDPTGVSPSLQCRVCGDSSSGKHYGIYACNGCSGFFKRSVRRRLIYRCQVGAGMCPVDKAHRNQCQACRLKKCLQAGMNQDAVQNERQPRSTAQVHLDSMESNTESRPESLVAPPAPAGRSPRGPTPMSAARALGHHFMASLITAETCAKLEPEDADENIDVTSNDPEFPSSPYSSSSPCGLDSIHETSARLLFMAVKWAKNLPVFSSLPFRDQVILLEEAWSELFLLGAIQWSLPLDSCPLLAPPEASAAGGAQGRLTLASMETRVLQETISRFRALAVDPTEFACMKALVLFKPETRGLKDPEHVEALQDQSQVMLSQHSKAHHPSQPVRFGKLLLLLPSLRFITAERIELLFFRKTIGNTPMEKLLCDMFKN
PDI turbidity = blocks human protein disulfide isomerase activity | PDI insulin aggregation turbidity, A650, 90 min | P07237 | inhibition, % at 10 µM | 350,000 tested, 0.052% active;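 active = mean inhibition across replicates of 30% or more, whatever share of single replicates reach that level; inconclusive = mean inhibition below 30% while every single replicate reaches 30%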;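 also: absorbance from insulin aggregation driven by PDI reduction with DTT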
Target sequence (P07237 whole entry, looked up): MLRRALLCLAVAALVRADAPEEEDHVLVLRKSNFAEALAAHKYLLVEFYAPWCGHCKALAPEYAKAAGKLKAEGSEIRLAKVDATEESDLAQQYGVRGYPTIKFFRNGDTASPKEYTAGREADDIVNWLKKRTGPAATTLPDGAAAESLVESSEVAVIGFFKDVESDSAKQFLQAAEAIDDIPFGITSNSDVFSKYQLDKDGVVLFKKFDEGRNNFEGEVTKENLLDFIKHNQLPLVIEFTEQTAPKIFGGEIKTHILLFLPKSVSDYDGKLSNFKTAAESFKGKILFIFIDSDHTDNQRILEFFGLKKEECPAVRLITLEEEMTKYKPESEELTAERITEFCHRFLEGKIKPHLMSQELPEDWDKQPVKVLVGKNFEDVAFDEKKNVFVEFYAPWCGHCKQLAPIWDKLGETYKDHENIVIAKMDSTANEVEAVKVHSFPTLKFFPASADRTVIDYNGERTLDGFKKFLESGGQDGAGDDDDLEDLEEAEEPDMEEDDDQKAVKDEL
Peg3 prom inh = Peg3 promoter activity inhibition | inhibition, % at 20 µM | 360,000 tested, 1.7% active | HeLa PEG-Prom luciferase reporter, luminescence, overnight;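 active = inhibition of at least 50% at 20 µM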
TRPM1 prom inh = MITF TRPM1 promoter inhibition in SK-MEL-5 cells | SK-MEL-5 TRPM1 promoter luciferase, 24 h | inhibition, % at 12.5 µM | 330,000 tested, 0.83% active | AID 488899;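 active = mean inhibition across replicates of 60% or more, whatever share of single replicates reaches that level; inconclusive = some that reach 60%, reason not given; inactive = mean inhibition across replicates below 60%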; also: values of inactives mirror those of a sister screen read the other way
NR2E3 ag-2 = NR2E3 (human) agonism | Q9Y5X4 | GST-NR2E3/biotin-RetCOR TR-FRET, 1536-well | inhibition of corepressor binding, % at 4.78 µM | 320,000 tested, 0.12% active | AID 2300;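 active = percent inhibition above the cutoff of mean plus 3 SD of all tested compounds, set per screening campaign, cut at about 20% in these data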;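 also: 0% = DMSO wells and 100% = biotin wells as full block of FRET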
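System: GST-NR2E3 and biotin-RetCOR proteins; probe or stimulus: 7 nM biotin-RetCOR; doses: compound at 4.8 µM, single dose; schedule: Compound–protein incubation for 5 h at 4 °C; detection: time-resolved FRET; read-out: percent inhibition; controls: biotin wells as high control, 0.6% DMSO wells as low control; format: 1536-well plates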
The depositor's hits bear a star; ? = inconclusive; nt = not tested or not shown. Compounds as they come (roughly 3.3% active in at least one column).

SMILES	CaV13 ICDI inh	KKLEB tox	HIF-2a block	Shn3 inh set2	Vif inh	CF NFkB block	NR2E3 ag-1	PDI turbidity	Peg3 prom inh	TRPM1 prom inh	NR2E3 ag-2
Cc1ccccc1/C=C/c1nc2ccccc2c(=O)n1Cc1ccccc1	-2	10	21	-6	0	0	-19	-7	9	-7	-1
COc1cc(/C=C/C(=O)O)cc(S(=O)(=O)NCCO)c1OC	-4	-5	18	-17	-9	12	-18	-7	-15	-12	-4
O=C(c1ccccn1)N(c1ccccc1)C1(C(=O)NC2CCCCC2)CCCCC1	-3	12	7	7	10	-10	-1	-7	2	5	-3
CC(Oc1ccccc1)c1ccnn1S(C)(=O)=O (configuration not stated)	4	12	3	0	16	-16	5	12	-1	3	-2
O=C1CN(c2ccccc2F)C(=O)CN1c1ccccc1F	-7	-2	12	7	nt	0	-8	8	3	11	3
O=C(NCc1cn2ccccc2n1)c1ccc(Br)o1	-3	8	6	1	nt	-26	15	nt	14	-9	1
CCOc1cc(/C=N/NC(=O)c2cc(-c3cccnc3)nc3ccccc23)ccc1O	-9	12	16	6	-2	-18	11	-1	-17	4	-3
CC(C(=O)NC(C)(C)C)N1C(=O)c2cccc3cccc(c23)C1=O (configuration not stated)	-4	4	12	4	-2	-5	-11	3	4	8	4
O=C(Nc1nccs1)c1cccc(S(=O)(=O)N2CCCC2)c1	-6	-4	1	-9	-4	1	-12	5	19	0	-4
O=[N+]([O-])c1ccc(S(=O)(=O)NCCN2CCOCC2)cc1	2	8	-9	-18	-2	-3	2	-2	-1	-9	6
COc1ccc([N+](=O)[O-])cc1NC(=O)c1cccs1	-4	4	-1	-14	0	-51	6	4	8	10	2
CCOC(=O)CNS(=O)(=O)c1cc(-c2nnc(Nc3ccc4c(c3)OCO4)c3ccccc23)ccc1C	-10	2	20	14	nt	6	1	0	10	10	-1
CCC(=O)Nc1ccc2c(c1)OCCO2	-4	-2	-2	17	-3	3	8	-4	-18	2	-2
O=C(O)C1C2C=CC(C2)C1C(=O)NCCCN1CCOCC1 (configuration not stated)	-6	2	4	-15	-31	0	-4	0	-4	2	2
O=C(O)C(Cc1ccccc1)N1C(=O)c2ccccc2C1=O (configuration not stated)	-5	3	10	2	3	4	-13	-3	6	5	1
COCCCNC(=O)CCCC(=O)NCCCOC	-5	0	10	-5	9	4	-3	-3	10	10	1
COc1ccc(COc2cc(-c3cccc(OC)c3)nc3ccc(N)cc23)cc1	-159	-14	-64	-11	?	32	5	-4	-112	17	2
CC(C)(C)c1nc2c(s1)CCc1onc(-c3ccc(Br)cc3)c1-2	-10	17	4	5	-2	6	-23	-4	-2	3	4
Nc1ncc2c(n1)-c1ccoc1CC2	-7	5	21	4	-4	19	3	3	-9	-17	2
Cc1cc(C(=O)NNc2ccc(F)cc2)no1	-5	11	13	18	0	-16	16	15	10	-1	-1
Cc1ccc([N+](=O)[O-])cc1NC(=S)NC(=O)c1ccco1	-2	9	5	-5	-4	-25	-13	-3	7	-8	0
CCn1cc(S(=O)(=O)Nc2ncccn2)cn1	nt	-9	29	-6	-2	18	13	-9	7	5	3
CC1CC(C)CN(S(=O)(=O)c2ccc(NC(=O)C3CSC4(C)CCC(=O)N34)cc2)C1 (configuration not stated)	-3	10	1	-1	-11	-27	10	-1	13	10	-1
O=S(=O)(c1cccc2nsnc12)N1CCc2ccccc2C1	-4	-13	-31	-2	-2	-10	-3	9	4	5	1
Cc1cc(C)cc(NS(=O)(=O)c2ccc(Oc3ncc(C(F)(F)F)cc3Cl)cc2)c1	-3	7	7	46	-9	3	43	-3	36	11	2
O=C(c1cc(-c2ccc(O)cc2)on1)N1CCN(c2ccc(F)cc2)CC1	-3	-2	-23	-16	-3	-8	-20	nt	-8	7	5
COc1cc2c(cc1OC)C(NC(=O)C(F)(F)F)C/C2=N\O (configuration not stated)	1	7	11	-15	-6	-12	-5	-1	-8	11	-2
COc1cccc(NC(=O)CN(C)C(=O)CC2CCCC2)c1	-7	8	15	-10	-14	15	3	-4	4	-3	nt
C#Cc1ccc([C@@H]2C=C(C(=O)N3CCN(Cc4ccc5c(c4)OCO5)CC3)O[C@H](OCC)[C@H]2CCCO)cc1	-4	-12	9	20	0	11	-9	-1	14	17	1
O=C(Nc1c(-c2ccccc2)[nH][nH]c1=O)c1ccc(Br)cc1	-4	-14	9	1	2	2	-3	nt	-7	nt	nt
CCn1cc(CNC(=O)NC2CCCCC2)c(C)n1	-3	-4	-72	-14	-1	2	-38	0	-92	-28	0
CC1CC(C)CN(C(=O)c2cccc(N3C(=O)c4ccccc4C3=O)c2)C1 (configuration not stated)	-6	-7	3	-5	18	18	11	4	-8	nt	-1
O=C1CCCC2=C1C(Cc1ccccc1)C1=C(CCCC1=O)O2	-4	8	14	-9	-3	-6	-10	1	13	1	1
Cc1noc(C)c1S(=O)(=O)N1CCC(C(=O)N2CCN(Cc3ccc4c(c3)OCO4)CC2)CC1	nt	14	2	11	1	-15	-3	4	10	1	0
O=C(CCN1CCc2ccccc2C1)c1ccc2c(c1)OCCO2	nt	18	18	53	4	8	-7	-2	-7	4	2
CCCNC(=O)Cn1c(=O)oc2ccccc21	-7	-6	12	-7	3	13	-19	1	5	9	1
COC(=O)[C@H](Cc1ccccc1)NC(=O)NCCc1ccc(S(N)(=O)=O)cc1	-11	5	3	-7	6	3	-5	9	0	0	3
O=C(O)c1cc(-c2cccs2)[nH]n1	-1	7	9	-1	nt	-18	-24	1	-3	1	6
Cc1ccc(-c2ccnc3c(Br)c(C)nn23)cc1	-4	6	-8	7	7	-7	-3	9	2	16	2
O=C1CCCN1c1ccc(S(=O)(=O)NCCc2ccc(Cl)cc2)cc1	-9	-10	-7	11	14	1	18	-4	14	8	3
COC(=O)c1ccc(NCCC(=O)O)cc1	-3	-1	19	-14	3	-4	-4	-3	-6	7	3
COc1ccc(CC(=O)OCC(=O)Nc2cc(S(=O)(=O)N3CCOCC3)ccc2N2CCCC2)cc1	-2	-7	8	-10	3	-10	24	1	5	-8	0
O=C(CN1CCN(CC(=O)Nc2ccc3c(c2)OC2(CCCCC2)O3)CC1)Nc1cccc(F)c1	-2	18	-4	34	-4	-8	-10	1	11	11	nt
CCN1CCN(Cc2coc3ccc(C)cc3c2=O)CC1	-4	7	-116	-20	-1	4	-8	2	-51	-13	5
CCOc1ccc(C(=O)NCC(=O)NC(C)c2ccc(-n3ccnc3)cc2)cc1OCC (configuration not stated)	-2	7	7	16	17	5	-4	-19	2	2	0
Cc1ccc(C2=NS(=O)(=O)N(C)C(C(=O)NCc3ccccc3)=C2)cc1	-22	-4	9	0	nt	16	-9	nt	15	nt	4
COC(=O)c1cccc(NC(=O)/C=C/c2ccc3c(c2)OCO3)c1	-5	-5	50*	1	-11	-14	-40	8	-140	4	2
Cc1ccc(NC(=O)C2C3CCCCC32)cc1[N+](=O)[O-] (configuration not stated)	-4	-10	-219	-71	6	0	-41	3	-174	-48	1
Cc1ccc(NC(=O)Cn2cnc([N+](=O)[O-])c2)cc1C	-3	-3	8	1	9	4	-22	12	2	12	3
O=Cc1ccc2cccnc2n1	-2	5	5	1	0	-11	-15	-4	4	12	-2
COCC1CCCN(C(=O)c2cc(COc3ccc4ncccc4c3)on2)C1 (configuration not stated)	-6	-8	2	63	-37	2	105*	-1	-17	39	2
CCOc1ccccc1NC(=O)NC(=O)N(C)S(=O)(=O)c1ccc(C)cc1	5	17	15	-10	4	14	24	1	0	17	1
CCC1CCCCN1CCCNC(=O)c1cn(C)c2ccc(S(=O)(=O)N3CCOCC3)cc2c1=O (configuration not stated)	-2	13	3	-6	-5	-35	-4	-7	-5	8	1
O=C(O)CCCc1ccccc1	-5	16	4	9	-1	-22	-25	3	-5	-2	nt
O=C(COc1ccccc1)NCC(=O)N/N=C/c1ccc(Br)cc1	nt	2	-6	18	-1	-6	6	-4	5	-9	0
O=C(CNC(=O)COc1ccccc1)NCCc1ccccn1	-4	6	9	-10	2	-3	8	11	3	12	-1
Cc1ccsc1-c1n[nH]c(=S)n1CC(C)C	-5	6	0	1	0	-6	13	0	8	-7	4
CC(Sc1nnc(-c2cccs2)n1Cc1ccccc1)C(=O)NCc1ccc2c(c1)OCO2 (configuration not stated)	-4	1	9	11	-4	-9	-4	1	9	-4	0
O=C(Nc1ccc(F)c(Cl)c1)c1cc(C2CCCN(C(=O)c3cccs3)C2)on1 (configuration not stated)	-5	-19	-197	0	-3	19	-3	1	-98	nt	nt
Cc1ccnc(NC(=O)c2cc([N+](=O)[O-])cc([N+](=O)[O-])c2)c1	6	3	-10	7	4	-2	-11	7	-34	21	1
(listing goes on)
SMILES	CaV13 ICDI inh	KKLEB tox	HIF-2a block	Shn3 inh set2	Vif inh	CF NFkB block	NR2E3 ag-1	PDI turbidity	Peg3 prom inh	TRPM1 prom inh	NR2E3 ag-2
CCOC(=O)c1c(OCCO)noc1N	-4	3	24	1	4	-11	2	7	6	16	-2
CCCNC(=O)Nc1ccc2c(c1)N(C)C(=O)c1ccccc1S2	-5	-7	22	9	-1	4	18	-13	23	5	2
COc1ccc(Nc2nc3ccccc3c(=O)[nH]2)cc1	-5	-3	-31	-16	-5	12	-21	-1	-14	1	3
Cc1ccccc1NS(=O)(=O)c1cc(C(=O)Nc2ccccc2-c2ccccc2)ccc1Cl	-5	-7	-8	20	-2	14	-3	13	21	-4	1
CC(C)(C)NC(=O)COC(=O)C1c2ccccc2Oc2ccccc21	-6	10	12	-6	31	-10	-1	4	2	-3	1
CCOC(=O)c1cnn(-c2c(Cc3ccccc3)c(C)nc3c(-c4ccccc4)c(C)nn23)c1N	-4	-11	3	9	0	-2	17	2	-15	5	1
CCOC(=O)C1CCN(S(=O)(=O)c2cccc(-c3cn4cccc(C)c4n3)c2)CC1	-4	-4	3	1	-21	8	23	-1	18	3	5
CCOC(=O)c1cnc(-c2ccccc2)nc1Oc1ccc(Cl)c(Cl)c1	-5	-32	9	2	-3	47	1	6	0	0	-1
CC(=O)Nc1ccc2nc(NC(=O)c3ccco3)sc2c1	-2	3	-173	-45	0	-2	-113	-1	-208	-20	4

Single values from the list:
CaV13 ICDI inh with CC(=O)Nc1ccc2nc(NC(=O)c3ccco3)sc2c1 reads -2
PDI turbidity with CC(Sc1nnc(-c2cccs2)n1Cc1ccccc1)C(=O)NCc1ccc2c(c1)OCO2 (configuration not stated) reads 1
